# Screening data: PubChem, National Center for Advancing Translational Sciences (NCATS)
# Vif-A3F inh – blocks the Vif interaction with APOBEC3F | HeLa A3F-eYFP + Vif (tagged APOBEC3F with the HIV-1 protein that degrades it), YFP fluorescence increase | Potency, µM (top dose mostly 46.1 µM), for inactives: at the highest dose activity, negative = active | hit rate 0.2% among 390,000; note: % of control where 0% means no effect; nearly all actives have a fitted effect of over 65% in size
#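 HeLa cells stably expressing Vif plus C-terminally eYFP-tagged A3F were seeded, incubated overnight at 37 deg C, dosed with compound, incubated overnight again at 37 deg C. Yellow fluorescence (Ex 488/Em 500-530) reported blocked Vif-mediated A3F-eYFP degradation.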
# TrxR1 substrate – substrates of rat thioredoxin reductase 1 | O89049 | purified TrxR1 substrate turnover, NADPH consumption readout | Potency, µM (top dose mostly 114 µM), inactives show at the top dose activity change, negative = substrate turnover | hit rate 0.01% among 390,000; note: % is set by controls: 0 for no effect and ±100 for the full control effect; nearly all actives have a fitted effect of over 50% in size
# Target sequence (O89049 whole entry, looked up): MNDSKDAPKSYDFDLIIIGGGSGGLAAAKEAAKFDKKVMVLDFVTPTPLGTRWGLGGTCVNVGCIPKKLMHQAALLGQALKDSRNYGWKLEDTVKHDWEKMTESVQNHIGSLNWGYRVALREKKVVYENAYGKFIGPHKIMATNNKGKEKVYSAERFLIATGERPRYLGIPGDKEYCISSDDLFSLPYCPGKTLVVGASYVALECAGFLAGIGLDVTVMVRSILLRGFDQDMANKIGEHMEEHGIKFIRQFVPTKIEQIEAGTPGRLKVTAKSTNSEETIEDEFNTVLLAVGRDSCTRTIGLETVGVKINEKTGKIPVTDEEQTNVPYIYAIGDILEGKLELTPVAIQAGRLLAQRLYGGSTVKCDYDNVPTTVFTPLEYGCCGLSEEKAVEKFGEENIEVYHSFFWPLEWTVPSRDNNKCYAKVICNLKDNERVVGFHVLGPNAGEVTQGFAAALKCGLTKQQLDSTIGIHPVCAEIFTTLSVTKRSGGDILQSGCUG
#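 Rat TrxR1, dispensed at 90 nM, was prereduced with 400 uM NADPH (final) for 5 min at ~22 deg C, then incubated with compound 15 min before 400 uM selenite. A first-read NADPH fluorescence drop versus no-compound background flagged substrates.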
# Vif-APOBEC3G blk – Vif-A3G binding inhibition; Q9HC16; HeLa A3G-eYFP + Vif (tagged APOBEC3G with the HIV-1 protein that degrades it), YFP fluorescence, overnight; Potency, µM (doses to about 46.1 µM), for inactives: at the highest dose activity, negative = active, usual class: inhibitors; hit rate 0.076% among 410,000;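 note: % is set by controls: 0 for no effect and ±100 for the full control effect; nearly all actives have a fitted effect of over 60% in size; hits raise eYFP signal because A3G escapes Vif-driven loss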
#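 Read-out is eYFP fluorescence (Ex 488/Em 500-530) from Vif-expressing HeLa A3G-eYFP cells; more signal means A3G escaped Vif-mediated degradation. Cells plated overnight, compound pinned in, incubated overnight at 37 deg C.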
# TrxR1 inh – inhibitors of rat thioredoxin reductase 1; O89049; recombinant rTrxR1, NADPH fluorescence consumption, selenite substrate; Potency, µM (doses to about 114 µM), inactives show at the top dose activity change, negative = inhibition, hits mostly inhibitors; hit rate 1% among 390,000; AID 588453; note: % is set by controls: 0 for no effect and ±100 for the full control effect; nearly all actives have a fitted effect of over 65% in size
#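 Rat TrxR1 (90 nM in the dispensed reagent) was pre-reduced with 400 uM NADPH for 5 min at room temperature, then incubated with compound for 15 min. After 400 uM selenite was added, NADPH fluorescence (Ex 340/Em 450 nm) was followed for 8 min.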
# USP1 inh – blocks the human USP1/UAF1 deubiquitinase complex; O94782; recombinant USP1/UAF1, Ub-Rhodamine cleavage fluorescence; Potency, µM (doses to about 57.1 µM), without a hit: at the highest dose activity change, negative = inhibition, most hits filed as inhibitors; hit rate 0.23% among 390,000; note: % is set by controls: 0 for no effect and ±100 for the full control effect; nearly all actives have a fitted effect of over 60% in size; inactives centre near -12
#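 High-throughput fluorogenic screen: 1nM USP1/UAF1 complex, Ub-Rho substrate 150nM final, 50mM HEPES pH 7.8 with 0.5mM EDTA, 0.1 mg/ml BSA, 1mM TCEP and 0.01% Tween-20.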
# IDH1 R132H inh – human IDH1 R132H inhibition; O75874; IDH1-R132H enzyme, NADPH consumption, diaphorase/resazurin fluorescence; Potency, µM (titrated, usually from 76.6 µM), inactives show top-dose activity change, negative = inhibition, most hits filed as inhibitors; hit rate 0.093% among 390,000; AID 602179; note: % is set by controls: 0 for no effect and ±100 for the full control effect; nearly all actives have a fitted effect of over 65% in size
# Target sequence (O75874 whole entry R132H, stated change not applied): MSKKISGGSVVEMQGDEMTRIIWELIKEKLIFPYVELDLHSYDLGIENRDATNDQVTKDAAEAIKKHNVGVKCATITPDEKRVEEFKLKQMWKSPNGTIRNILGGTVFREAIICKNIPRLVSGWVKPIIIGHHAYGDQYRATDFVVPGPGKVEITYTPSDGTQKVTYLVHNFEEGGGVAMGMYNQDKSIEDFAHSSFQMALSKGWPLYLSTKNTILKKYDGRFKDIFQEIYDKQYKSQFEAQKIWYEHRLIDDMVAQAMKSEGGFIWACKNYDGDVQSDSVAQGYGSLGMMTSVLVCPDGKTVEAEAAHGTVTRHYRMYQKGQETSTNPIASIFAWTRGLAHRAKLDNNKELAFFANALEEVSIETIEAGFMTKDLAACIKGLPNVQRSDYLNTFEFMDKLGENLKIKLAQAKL
#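 IDH1-R132H (0.5 ug/mL dispensed) in pH 7.5 Tris buffer was preincubated 30 min with compound, then given a substrate mix of 0.016 mM NADPH and 2 mM alpha-KG for 80 min at room temperature; remaining NADPH was read by diaphorase/resazurin fluorescence.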
# RXFP1 agonist – agonists of human relaxin receptor RXFP1; HEK293T-RXFP1 cAMP TR-FRET, 30 min; response scale: percent of porcine relaxin response, buffer zero; Potency, µM (titrated, usually from 57.5 µM), for inactives: top-dose activation, most hits filed as activators; hit rate 0.3% among 370,000; AID 2676; note: % is set by controls: 0 for no effect and ±100 for the full control effect; nearly all actives have a fitted effect of over 60% in size; many of its hits are not listed in these tables
#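 HEK293T cells stably expressing RXFP1 were pretreated with the PDE4 inhibitor Ro 20174, exposed to compounds for 30 min at 37C, lysed, and cAMP was read by TR-FRET. Data normalized to buffer (basal) and 29 nM porcine relaxin (100%).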
# RGS4 inh – blocks human RGS4-accelerated GTP hydrolysis; P49798; Transcreener GDP fluorescence polarization, RGS4-accelerated GTP hydrolysis; Potency, µM (top dose mostly 114 µM), for inactives: top-dose activity change, negative = inhibition, usual class: inhibitors; hit rate 0.039% among 390,000; AID 504845; note: % is set by controls: 0 for no effect and ±100 for the full control effect; nearly all actives have a fitted effect of over 75% in size; some results filed as inactive show a strong effect at the top dose
#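 MLSMR compounds (23 nl, pin-transferred) preincubated 10 min at room temperature with a 500nM (2x) first reagent, then RGS4 at 900nM (2x) plus Transcreener GDP mix added; fluorescence polarization (620/688 nm) read before and after 90 min at 30 °C.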
# ALOX12 inh – ALOX12 (human) lipoxygenase inhibition. P18054. purified 12hLO, xylenol orange hydroperoxide absorbance. Potency, µM (highest dose often 108 µM), for inactives: at the highest dose activity change, negative = inhibition, actives largely listed as inhibitors. hit rate 1.1% among 580,000. AID 1671190; note: % is set by controls: 0 for no effect and ±100 for the full control effect
#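 Purified human 12hLO (150 nM final) in 25 mM Hepes, 0.01% Triton X-100, pH 7.0 was preincubated 15 min at room temperature with compound. Then 40 uM arachidonic acid was added, 30 min. Hydroperoxide was read by Fe-XO absorbance ratio 573/405 nm.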
# Starred values were filed as active, the others as inactive; ? = inconclusive; / = not tested or not shown; & = joins results of further samples; [ ] = remark or other dose. Calls come from the whole dose curve; as a rule, active = well fitted curve in the direction sought with a large enough effect; inconclusive = small, poorly fitted or top-dose-only effect, or another doubt; inactive = no such curve, though single readings can be large; an effect the other way counts as inactive or inconclusive. Potency is the fitted concentration of half-maximal effect. Some of the compounds tested, so the mix of outcomes need not match the whole.
1) Cc1ccc(S(=O)(=O)N2[C@@H](c3ccc(Br)cc3)C(C(=O)O)=CC[C@H]2c2ccc3c(c2)OCO3)cc1
2) Cc1nn2c(N)c(C#N)cnc2c1-c1ccccc1
3) COc1cc(OC)cc(C(=O)OCC(=O)Nc2ccc(N3CCCCC3)cc2)c1
4) CCN(CC)S(=O)(=O)c1ccc(N2CCOCC2)c(NC(=O)CN2C(=O)NC3(CCCC3)C2=O)c1
5) Brc1csc(/C=N/Nc2nc3ccccc3s2)c1
6) Cc1ccc(/C=C/C(=O)Nc2cc(S(=O)(=O)N3CCOCC3)ccc2N2CCOCC2)cc1
7) CCc1noc(C)c1C(=O)N1CCN(S(=O)(=O)c2cccs2)CC1
8) Cc1ccc(C(C(=O)NC2CCCCC2)N(Cc2ccco2)C(=O)Cn2cnc3ccccc32)cc1 (stereo not given)
assay / entry	1	2	3	4	5	6	7	8
Vif-A3F inh	2%	-27%	4%	4%	-17%	0%	-7%	11%
TrxR1 substrate	-8%	-6%	5%	-6%	9%	-7%	-5%	-9%
Vif-APOBEC3G blk	1%	-14%	-3%	-6%	-2%	7%	1%	7%
TrxR1 inh	4%	4%	20%	-6%	15%	-15%	-5%	?
USP1 inh	-23%	-13%	-14%	-17%	-2%	-20%	-19%	-5%
IDH1 R132H inh	-12%	3%	0%	-11%	13%	13%	6%	29µM*
RXFP1 agonist	/	1.2%	3.4%	/	-0.4%	1.3%	-0.2%	2.5%
RGS4 inh	11%	-24%	-18%	19%	11%	-13%	0%	5%[11.4 µM]
ALOX12 inh	-9%	-6%	-1%	378%[activator]	2%	0%	14%	40%[activator]

# Among those listed so far, these contain two or more sulfur atoms.
5) Brc1csc(/C=N/Nc2nc3ccccc3s2)c1
7) CCc1noc(C)c1C(=O)N1CCN(S(=O)(=O)c2cccs2)CC1
assay / entry	5	7
Vif-A3F inh	-17%	-7%
TrxR1 substrate	9%	-5%
Vif-APOBEC3G blk	-2%	1%
TrxR1 inh	15%	-5%
USP1 inh	-2%	-19%
IDH1 R132H inh	13%	6%
RXFP1 agonist	-0.4%	-0.2%
RGS4 inh	11%	0%
ALOX12 inh	2%	14%

# Other structures:
9) COc1ccc2c(CNCc3ccc(C)o3)c(C(=O)O)n(Cc3ccccc3)c2c1
10) CCOC(=O)c1ccc(NC(=S)N(CCN(C)C)C(C)c2ccncc2)cc1 (stereo not given)
11) Cc1[nH]c2ccccc2c1C(=O)CN1CCCCC1C (stereo not given)
12) CCOCCCn1c(=NC(=O)c2cccs2)c(C#N)cc2c(=O)n3cccc(C)c3nc21
13) CCOC(=O)[C@@H]1[C@H]2COc3ccc(Br)cc3[C@@H]2N2C(=O)N(c3ccc(C(F)(F)F)cc3)C(=O)[C@@]12C
14) COc1ccc(C)cc1NC(=O)C(OC(=O)CNC(=O)c1cc(C)cc(C)c1)c1ccccc1 (stereo not given)
15) CC(/C=C/c1ccc2c(c1)OCO2)=N/NC(=O)c1ccc(C)nc1
16) CCN(CC)S(=O)(=O)c1ccc(C(=O)NCCSc2c(-c3ccc(F)cc3)[nH]c3ccccc23)cc1
assay / entry	9	10	11	12	13	14	15	16
Vif-A3F inh	-7%	0%	-5%	-5%	0%	-17%	-7%	3%
TrxR1 substrate	4%	-2%	-3%	63%[activator]	-2%[57.1 µM]	-1%[57.1 µM]	-15%	9%[2.29 µM]
Vif-APOBEC3G blk	-1%	0%	-6%	0%	-11%	1%	?	1%
TrxR1 inh	11%	-1%	-4%	31%	-8%[57.1 µM]	10%[57.1 µM]	-11%	22%
USP1 inh	-18%	-22%	-18%	-12%	?	-17%	-14%	-24%
IDH1 R132H inh	25%	-6%	5%	0%	-8%	-3%	4%	0%
RXFP1 agonist	-0.5%	-0.8%	2.8%	19%	0.4%	2.6%	-0.4%	0.6%
RGS4 inh	-4%	-12%	-32%	-5%	-35%	7%	1%	3%
ALOX12 inh	-4%	0%	-2%	?	-3%	-1%	26%	-24%

17) CS(=O)(=O)c1ccc(Cl)c(NC(=O)CN2C(=O)C3CCCCC3C2=O)c1 (stereo not given)
18) CCOc1ccc(C2C(C#N)=C(N)Oc3cc(C)oc(=O)c32)cc1 (stereo not given)
19) O=C(Nc1ccc(Cl)cc1)Nc1nnc(CSCc2ccccc2)s1
20) CCCC1(c2ccccc2)NC(=O)N(CC(=O)Nc2cc(C)on2)C1=O (stereo not given)
21) O=C(N/N=C\c1ccc(CN(Cc2ccc(Cl)cc2)S(=O)(=O)c2ccccc2)o1)C(=O)Nc1ccc(F)cc1
22) O=C(CSc1ccc(Cl)cc1)NNC(=O)c1ccncc1
23) N#Cc1nc(-c2ccccc2F)oc1NCCN1CCOCC1
24) Cc1ccc(C)c(OCc2cc(C(=O)NC(C)c3cnn(C)c3)no2)c1 (stereo not given)
assay / entry	17	18	19	20	21	22	23	24
Vif-A3F inh	1%	2%	-1%	1%	7%	6%	2%	0%
TrxR1 substrate	-3%	4%[57.1 µM]	1%	1%	-2%	4%	24%[57.1 µM]	0%
Vif-APOBEC3G blk	-5%	-1%	2%	0%	2%	3%	-3%	-3%
TrxR1 inh	-1%	5%[57.1 µM]	12%	0%[57.1 µM]	-29%	12%	?	-2%
USP1 inh	-16%	-8%	0%	-20%	-19%	-16%	-17%	-15%
IDH1 R132H inh	6%	2%	0%	4%	0%	-4%	6%	26%
RXFP1 agonist	2.6%	1.0%	1.7%	3.8%	-0.2%	1.6%	0.4%	2.0%
RGS4 inh	11%	-27%	26%	26%	-17%[11.4 µM]	-14%	-3%	38%[11.4 µM]
ALOX12 inh	1%	-14%	17%	1%	1%	6%	11%&22%	-26%

25) N#Cc1ccc(N2Cc3ccccc3C2=NC(=O)c2cccnc2Cl)cc1
26) Cc1nc(NC(=O)CC(C)C)sc1-c1csc(Nc2ccc(Cl)cc2)n1
27) Cc1c(Cl)cccc1NC(=O)CSc1nc(=O)n(Cc2ccco2)c2c1CCC2
28) CCCCN(C)C(=O)Cn1cnc2sc(C)cc2c1=O
29) Cc1cccc(N2C(=O)NC3(CCCCC3)C2=O)c1
30) Cn1cccc1C1CCCN1CC(=O)Nc1ccc(C(N)=O)cc1 (stereo not given)
31) CCOC(=O)c1cnc2ccccc2c1NCc1ccco1
32) COC(=O)/C(=C/Nc1cccc2ccccc12)[N+](=O)[O-]
assay / entry	25	26	27	28	29	30	31	32
Vif-A3F inh	2%	3%	1%	-14%	0%	5%	-8%	-1%
TrxR1 substrate	9%	6%[57.1 µM]	-5%[57.1 µM]	-12%	-7%	0%	-9%	63%[activator]
Vif-APOBEC3G blk	-2%	5%	-4%	-1%	1%	-1%	-3%	0%
TrxR1 inh	1%	13%	?	7%[57.1 µM]	-16%	-22%	-9%	-6%
USP1 inh	-1%	-10%	2%	-3%	-19%	-25%	-14%	-12%
IDH1 R132H inh	-6%	6%	-6%	-2%	2%	-3%	-3%	7%
RXFP1 agonist	2.5%	1.5%	0.3%	-1.0%	0.0%	/	0.5%	0.7%
RGS4 inh	10%	?	-8%	17%	5%	0%	6%	-12%
ALOX12 inh	-27%	?	?	0%	0%	?	0%	?

# Single records, as listed above. Screens in order: Vif-A3F inh, TrxR1 substrate, Vif-APOBEC3G blk, TrxR1 inh, USP1 inh, IDH1 R132H inh, RXFP1 agonist, RGS4 inh, ALOX12 inh
# `Cc1cccc(N2C(=O)NC3(CCCCC3)C2=O)c1` is listed with 0%, -7%, 1%, -16%, -19%, 2%, 0.0%, 5%, 0%
# `Cn1cccc1C1CCCN1CC(=O)Nc1ccc(C(N)=O)cc1` (stereo not given) is listed with 5%, 0%, -1%, -22%, -25%, -3%, /, 0%, ?
# `Cc1c(Cl)cccc1NC(=O)CSc1nc(=O)n(Cc2ccco2)c2c1CCC2` is listed with 1%, -5%[57.1 µM], -4%, ?, 2%, -6%, 0.3%, -8%, ?
# `Cc1nc(NC(=O)CC(C)C)sc1-c1csc(Nc2ccc(Cl)cc2)n1` is listed with 3%, 6%[57.1 µM], 5%, 13%, -10%, 6%, 1.5%, ?, ?

# The results go on:
33) CC(C)C(=O)N1CCN(c2ccc(NC(=O)c3cccs3)cc2Cl)CC1
34) O=C(CSc1nc(C(F)(F)F)cc(=O)[nH]1)NCC1CCCO1 (stereo not given)
35) COc1ccc(OCCCn2c(=O)oc3ccccc32)cc1
36) CC(=O)c1cccc(CN2CCN(C3CCCC3)C(CCO)C2)c1 (stereo not given)
37) CCOC(=O)C1=C(CC)Nc2ccccc2N=C1NC(=O)c1ccc(S(=O)(=O)N(C)C)cc1
assay / entry	33	34	35	36	37
Vif-A3F inh	1%	3%	5%	-10%	5%
TrxR1 substrate	-8%	-5%	-8%	3%	-5%
Vif-APOBEC3G blk	1%	1%	1%	1%	-10%
TrxR1 inh	11%	-2%	-9%	25%	-10%
USP1 inh	-20%	-10%	-8%	-22%	-4%
IDH1 R132H inh	15%	4%	2%	18%	7%
RXFP1 agonist	-2.2%	-0.2%	-0.3%	0.0%	0.7%
RGS4 inh	7%	19%	-27%	6%	-59%[11.4 µM]
ALOX12 inh	1%	-1%	1%	0%	-15%
